Vif-A3G inh – Vif-A3G binding inhibition. Q9HC16. HeLa A3G-eYFP + Vif (tagged APOBEC3G with the HIV-1 protein that degrades it), YFP fluorescence, overnight. Potency, µM (highest dose often 46.1 µM), without a hit: at the top dose activity, negative = active, most hits filed as inhibitors. 410,000 tested, 0.076% active;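 further: potency means the concentration at half of the fitted maximal effect; on the % scale 0 is the no-effect control and ±100 the full control effect; nearly all actives have a fitted effect of over 60% in size; hits raise eYFP signal because A3G escapes Vif-driven loss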
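Read-out is eYFP fluorescence (Ex 488/Em 500-530) from Vif-expressing HeLa A3G-eYFP cells; more signal means A3G escaped Vif-mediated degradation. Cells plated overnight, compound pinned in, incubated overnight at 37 deg C.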
IDH1 R132H inh – human IDH1 R132H inhibition; IDH1-R132H enzyme, NADPH consumption, diaphorase/resazurin fluorescence; 390,000 tested, 0.093% active; Potency, µM (titrated, usually from 76.6 µM), for inactives: at the highest dose activity change, negative = inhibition, actives largely listed as inhibitors; O75874; further: potency means the concentration at half of the fitted maximal effect; on the % scale 0 is the no-effect control and ±100 the full control effect; nearly all actives have a fitted effect of over 65% in size
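IDH1-R132H (0.5 ug/mL dispensed) in pH 7.5 Tris buffer was preincubated 30 min with compound, then given a substrate mix of 0.016 mM NADPH and 2 mM alpha-KG for 80 min at room temperature; remaining NADPH was read by diaphorase/resazurin fluorescence.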
USP1-UAF1 inh – blocks the human USP1/UAF1 deubiquitinase complex; O94782; recombinant USP1/UAF1, Ub-Rhodamine cleavage fluorescence; Potency, µM (top dose mostly 57.1 µM), without a hit: top-dose activity change, negative = inhibition, most hits filed as inhibitors; 390,000 tested, 0.23% active; AID 743255; further: potency means the concentration at half of the fitted maximal effect; on the % scale 0 is the no-effect control and ±100 the full control effect; nearly all actives have a fitted effect of over 60% in size; inactives centre near -12
Target sequence (O94782 whole entry, looked up): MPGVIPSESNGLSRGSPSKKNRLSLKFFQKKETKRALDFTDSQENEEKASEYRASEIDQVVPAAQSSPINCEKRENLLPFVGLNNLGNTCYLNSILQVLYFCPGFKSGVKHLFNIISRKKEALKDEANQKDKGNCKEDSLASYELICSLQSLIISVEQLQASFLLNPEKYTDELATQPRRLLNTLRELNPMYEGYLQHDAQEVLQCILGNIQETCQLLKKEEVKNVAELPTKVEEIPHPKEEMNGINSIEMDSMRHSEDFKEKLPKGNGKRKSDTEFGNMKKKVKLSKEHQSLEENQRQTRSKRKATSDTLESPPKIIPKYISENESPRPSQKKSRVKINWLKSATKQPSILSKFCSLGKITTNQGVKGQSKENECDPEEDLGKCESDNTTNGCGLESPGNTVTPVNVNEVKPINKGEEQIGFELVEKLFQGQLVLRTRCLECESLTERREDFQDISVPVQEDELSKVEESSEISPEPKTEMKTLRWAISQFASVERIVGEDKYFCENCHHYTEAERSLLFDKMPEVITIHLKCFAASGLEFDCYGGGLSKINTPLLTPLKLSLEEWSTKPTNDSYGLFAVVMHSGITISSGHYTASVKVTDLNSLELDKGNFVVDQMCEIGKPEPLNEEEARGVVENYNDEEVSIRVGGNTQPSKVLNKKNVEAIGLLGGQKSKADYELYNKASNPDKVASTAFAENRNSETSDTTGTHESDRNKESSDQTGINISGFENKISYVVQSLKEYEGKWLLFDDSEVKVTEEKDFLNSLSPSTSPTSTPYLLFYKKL
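Step one: compound is pinned into 1nM USP1/UAF1 in HEPES pH 7.8 buffer with TCEP. Step two: 15 min room-temperature incubation. Step three: Ub-Rho (150nM final) starts cleavage, tracked by fluorescence over six one-minute reads.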
GRP78 ERSR act – inducers of ER stress response in human glioma cells | U87-MG GRP78 promoter luciferase reporter, 16 h | Potency, µM, for the others: top-dose activation, usual class: activators | 420,000 tested, 0.02% active; further: potency means the concentration at half of the fitted maximal effect; series mostly up to about 76 µM; % of control where 0% means no effect; nearly all actives have a fitted effect of over 35% in size
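Stably transfected U87-MG human glioma cells carrying a GRP78-based luminescent sensor were seeded at 1000 cells/well, pin-dosed with compounds and incubated 16 h. Luciferase reagent was then added, and end-point luminescence was read after 10 min at room temperature.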
RXFP1 agonist – RXFP1 (human) receptor agonism; HEK293T-RXFP1 cAMP TR-FRET, 30 min; response scale: percent of porcine relaxin response, buffer zero; Potency, µM (series often up to 57.5 µM), for the others: at the highest dose activation, actives largely listed as activators; Q9HBX9; 370,000 tested, 0.3% active; AID 2676; further: potency means the concentration at half of the fitted maximal effect; on the % scale 0 is the no-effect control and ±100 the full control effect; nearly all actives have a fitted effect of over 60% in size; many of its hits are not listed in these tables
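Agonist response is measured as cAMP accumulation in an RXFP1-transfected HEK293T line under PDE4 inhibition. Values are scaled between buffer-only and 29 nM porcine relaxin, and EC50s come from standard Hill equation fits.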
PI4K2A block – inhibitors of human PI4K2A | Q9BTU6 | purified PI4K2A, ADP-Glo luminescence, 1 h; hits give low values | activity change, negative = inhibition, % at 76.9 µM | 420,000 tested, 0.13% active; in the data active means activity change below about -50%; inconclusive means mostly about -30% to -49%;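 further: -100% = wells without enzyme as full effect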
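Compounds are screened against recombinant PI4K2A using PI as substrate and ATP, the latter dispensed at 300 microM. Reactions run one hour at ambient temperature before ADP-Glo detection; full inhibition defined by wells lacking enzyme.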
TrxR1 substrate – substrates of rat thioredoxin reductase 1; O89049; purified TrxR1 substrate turnover, NADPH consumption readout; Potency, µM (highest dose often 114 µM), for the others: at the highest dose activity change, negative = substrate turnover; 390,000 tested, 0.01% active; further: potency means the concentration at half of the fitted maximal effect; on the % scale 0 is the no-effect control and ±100 the full control effect; nearly all actives have a fitted effect of over 50% in size
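Rat TrxR1, dispensed at 90 nM, was prereduced with 400 uM NADPH (final) for 5 min at ~22 deg C, then incubated with compound 15 min before 400 uM selenite. A first-read NADPH fluorescence drop versus no-compound background flagged substrates.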
Vif-APOBEC3F blk – inhibitors of Vif-A3F interaction. HeLa A3F-eYFP + Vif (tagged APOBEC3F with the HIV-1 protein that degrades it), YFP fluorescence increase. AID 602313. 390,000 tested, 0.2% active. Potency, µM (doses to about 46.1 µM), inactives show at the highest dose activity, negative = active; further: potency means the concentration at half of the fitted maximal effect; % of control where 0% means no effect; nearly all actives have a fitted effect of over 65% in size
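HeLa cells stably expressing A3F-eYFP plus Vif, plated and incubated overnight at 37 deg C, then exposed to compounds overnight at 37 deg C. Blocked degradation read as raised yellow fluorescence (Ex 488/Em 500-530).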
LDHA inh – blocks human lactate dehydrogenase A | activity change, % (values are at about 110 or 230 µM) | P00338 | AID 1347041 | 480,000 tested, 0.15% active | purified LDHA, NADH/diaphorase-resazurin fluorescence; hits give low values; in the data active means activity change below about -30%; inconclusive means mostly about -25% to -30%;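 further: plate controls were DMSO wells for no effect and wells without enzyme for full effect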
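Resorufin fluorescence (ex540/em590), read at 0 and 20 min after diaphorase/resazurin addition, reports the NADH left after a 5 min room-temperature reaction of 2 nM human LDH5 with 0.06 mM NADH and 0.2 mM pyruvate.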
Active calls of the source: *; ? = inconclusive; . = no result given; [ ] = remark or other dose. Unless noted, the call rests on the fitted dose curve; in most records, active means well fitted curve in the direction sought with a large enough effect; inconclusive means small, poorly fitted or top-dose-only effect, or another doubt; inactive means no such curve, though single readings can be large; an effect the other way counts as inactive or inconclusive. Not all compounds are listed; count on the stated rates, not on these rows.

cpd	molecule	Vif-A3G inh	IDH1 R132H inh	USP1-UAF1 inh	GRP78 ERSR act	RXFP1 agonist	PI4K2A block	TrxR1 substrate	Vif-APOBEC3F blk	LDHA inh
1	CCOCCN1CCN(c2c(CC)c(C)nc3cc(-c4cc(OC)cc(OC)c4)nn23)CC1	-10%	2%	-14%	-7%	1.9%	-5	-3%[57.1 µM]	7%	-1
2	COc1cc(NC(=S)N2CCCC2)cc(OC)c1	-8%	0%	-8%	1%	0.0%	-9	12%	1%	4
3	CCC1(CC)Nc2ccccc2C(=O)N1c1ccc(OC)cc1	-4%	-6%	-12%	-6%	5.1%	-4	106%[activator]	9%	-1
4	COc1cc2c(cc1OC)C(c1ccc(-c3cc(Cl)ccc3Cl)o1)=NCC2	-11%	4%	?	-6%	5.0%	-3	5%	0%	3
5	O=C1c2ccccc2C(=O)N1CC#CCN1CCN(C(c2ccccc2)c2ccccc2)CC1	-8%	8%	-20%	-5%	0.3%	0	3%	1%	3
6	CCCNC(=O)c1onc(CSc2ccc(Cl)cc2)c1C(=O)NCC1CC1	-1%	8%	0%	-2%	0.6%	1	-10%	1%	0
7	S=C(N/N=C/c1cccs1)NC1CC2CCC1C2 (stereo not drawn)	0%	6%	-19%	3%	0.4%	2	-10%[57.1 µM]	2%	-3
8	COc1cc(OC)cc(C(=O)NCCCCc2ccccc2)c1	3%	4%	-15%	1%	.	1	4%	-2%	4
9	CCOc1ccc(NC(=O)C(=O)NCCc2csc(-c3ccc(C(F)(F)F)cc3)n2)cc1	3%	-11%	-19%	1%	2.7%	-1	-2%[57.1 µM]	9%	-14
10	Cc1ccc(CNC(=O)c2oc3c(c2C)-c2nn(Cc4ccc(Cl)cc4)cc2CC3)cc1	3%	-8%	-11%	-3%	?	4	3%[11.4 µM]	-11%	13
11	COc1ccc(CN(C)Cc2nc(Cc3ccccc3Cl)no2)cc1OC	1%	4%	-13%	-5%	1.4%	0	-8%	6%	-9
12	COC(=O)C1=C(C)NC(=O)C1(Nc1ccc(Cl)cn1)C(F)(F)F (stereo not drawn)	-1%	5%	-8%	-1%	1.7%	5	2%[57.1 µM]	3%	3
13	CCOC(=O)c1cc(NC(=O)c2ccc(OC)cc2)c(=O)n2c1oc1ccc(Cl)cc12	-7%	5%	-19%	1%	0.6%	5	14%	-4%	1
14	COC(=O)C1=C(C)N=C2SC(C)C(=O)N2C1c1cccs1 (stereo not drawn)	-4%	-6%	-16%	-7%	-0.1%	-6	0%	-3%	-2
15	Cc1ccc(NC(=O)c2nc[nH]c2C(=O)N2CCCCC2)c(C(=O)c2ccccc2)c1	-5%	1%	8%	3%	-0.4%	9	-5%	-1%	-2
16	CCNc1nc(NC(C)C)nc(N(C#N)CCOc2ccc(Cl)cc2Cl)n1	3%	?	-27%	-3%	0.4%	2	2%	-7%	-1
17	Cc1ccnc2cc(Cl)c(Cl)cc12	-2%	.	.	-2%	.	.	10%[0.0914 µM]	.	-3
18	C=CCOc1ccc(/C=C/C(=O)OCC(=O)NCC2CCCO2)cc1 (stereo not drawn)	1%	7%	-11%	-7%	-0.3%	-1	-12%	4%	-1
19	Cc1ccc(S(=O)(=O)N2C[C@H]3[C@H]4C(=O)N(c5ccccc5)C(=O)[C@H]4CC(=O)[C@H]3[C@@H]2c2ccccc2F)cc1	-4%	.	.	-4%	.	0	.	.	-12
20	CC(=O)c1cc2c(cc1NC(=O)c1cnc(C)cn1)OCO2	0%	-7%	-9%	-2%	0.6%	-3	5%[57.1 µM]	-9%	-7
21	COC(=O)c1sccc1NC(=S)Nc1cc(OC)ccc1OC	0%	5%	-17%	-2%	8.2%	7	7%	12%	3
22	CCN(CC(=O)NCc1cccs1)C(=O)c1ccc(OC)c(S(=O)(=O)N2CCOCC2)c1	-1%	5%	-21%	-2%	1.0%	-5	-7%	13%	0
23	COc1ccc(C(C(=O)NCc2ccc(F)cc2)N(C(=O)c2csnn2)C2CC2)cc1 (stereo not drawn)	0%	0%	-13%	-4%	2.4%	-3	-7%	6%	-6
24	CCN(CCCNC(=O)c1c(C)cc(=O)oc1C)c1ccccc1	0%	-5%	-10%	-5%	0.1%	4	5%	-1%	2

Rewritten as labelled records: 4 of the compounds above
(20) CC(=O)c1cc2c(cc1NC(=O)c1cnc(C)cn1)OCO2
- Vif-A3G inh: 0%
- IDH1 R132H inh: -7%
- USP1-UAF1 inh: -9%
- GRP78 ERSR act: -2%
- RXFP1 agonist: 0.6%
- PI4K2A block: -3
- TrxR1 substrate: 5%[57.1 µM]
- Vif-APOBEC3F blk: -9%
- LDHA inh: -7

(21) COC(=O)c1sccc1NC(=S)Nc1cc(OC)ccc1OC
- Vif-A3G inh: 0%
- IDH1 R132H inh: 5%
- USP1-UAF1 inh: -17%
- GRP78 ERSR act: -2%
- RXFP1 agonist: 8.2%
- PI4K2A block: 7
- TrxR1 substrate: 7%
- Vif-APOBEC3F blk: 12%
- LDHA inh: 3

(22) CCN(CC(=O)NCc1cccs1)C(=O)c1ccc(OC)c(S(=O)(=O)N2CCOCC2)c1
- Vif-A3G inh: -1%
- IDH1 R132H inh: 5%
- USP1-UAF1 inh: -21%
- GRP78 ERSR act: -2%
- RXFP1 agonist: 1.0%
- PI4K2A block: -5
- TrxR1 substrate: -7%
- Vif-APOBEC3F blk: 13%
- LDHA inh: 0

(23) COc1ccc(C(C(=O)NCc2ccc(F)cc2)N(C(=O)c2csnn2)C2CC2)cc1 (stereo not drawn)
- Vif-A3G inh: 0%
- IDH1 R132H inh: 0%
- USP1-UAF1 inh: -13%
- GRP78 ERSR act: -4%
- RXFP1 agonist: 2.4%
- PI4K2A block: -3
- TrxR1 substrate: -7%
- Vif-APOBEC3F blk: 6%
- LDHA inh: -6

(more compounds)
cpd	molecule	Vif-A3G inh	IDH1 R132H inh	USP1-UAF1 inh	GRP78 ERSR act	RXFP1 agonist	PI4K2A block	TrxR1 substrate	Vif-APOBEC3F blk	LDHA inh
25	COc1ccc(Nc2nnc(-c3cc4c(ccc5ccccc54)oc3=O)s2)cc1	.	.	7%	.	0.3%	-2	6%	.	-1
26	O=C(CNC(=O)[C@@H]1Cc2ccccc2CN1)Nc1ccc2c(c1)OCCO2	1%	10%	-11%	-9%	-0.1%	3	1%	-6%	-2
27	O=C(Oc1cccc2c(O)cccc12)c1ccco1	-9%	10%	-14%	2%	.	-14	-11%	0%	32
28	Clc1ccc(OCCSc2ncccn2)cc1	-1%	12%	-4%	0%	1.0%	7	3%[57.1 µM]	-11%	-3
29	COc1cccc(NC(=O)c2ccccc2Oc2ccccc2)c1	-2%	5%	-19%	-2%	-0.2%	1	-8%	2%	-1
30	Cc1cc(C(=O)N/N=C/c2ccc(Cl)c([N+](=O)[O-])c2)c(C)n1-c1ccc(F)cc1	?	-3%	-17%	?	1.8%	-1	6%	?	-5
31	O=C(CNc1ccc(F)cc1)N/N=C/C1CC=CCC1 (stereo not drawn)	-2%	6%	-19%	-1%	1.5%	6	1%[57.1 µM]	3%	2
32	O=C(Nc1c(F)cccc1F)C(c1ccccc1)c1ccccc1	-5%	-6%	?	-2%	.	3	5%[57.1 µM]	0%	-9
33	O=S(=O)(c1cccs1)n1cccn1	-8%	1%	-9%	-6%	0.1%	4	8%[57.1 µM]	4%	-5
34	N#CC1(NC(=O)CSc2nc3ncc(Cl)cc3[nH]2)CCCCC1	-9%	2%	-18%	-2%	13%	-2	-2%	1%	-9
35	COc1ccc(OC)c(NC(=O)Nc2nc(CN(C)C)cs2)c1	2%	.	.	-2%	.	2	.	.	21
36	Cc1nc(-c2ccc(Cl)cc2)sc1C1(C)CC(c2ccc(F)cc2)=NO1 (stereo not drawn)	1%	-1%	-24%	-1%	-0.7%	3	6%	-2%	-2
37	CC1CCc2cc(F)ccc2N1C(=O)CCC(=O)O (stereo not drawn)	0%	2%	-25%	-8%	-0.7%	-1	0%	-13%	-6
38	Cc1nnc(N(C)C(=O)c2ccncc2)s1	1%	13%	-14%	1%	3.4%	0	4%	0%	-3
39	CCCCN(CC)CCCNC(=O)c1ccc(CS(=O)(=O)c2c(Cl)cccc2Cl)o1	0%	0%	-25%	-3%	-0.8%	3	0%	3%	0
40	CC12CCC3c4ccc(O)c([N+](=O)[O-])c4CCC3C1CCC2=O (stereo not drawn)	-20%	-3%	-20%	0%	.	-1	.	-7%	-4
41	CC(C)Oc1ccc(S(=O)(=O)N2CCOCC2)cc1NC(=O)c1ccc(Cl)c(S(=O)(=O)N2CCOCC2)c1	-1%	9%	-15%	-7%	.	-1	.	-1%	2
42	CCCn1c(C)cc(/C=C(\C#N)C(=O)OCC(=O)N(C)c2c(N)n(Cc3ccccc3)c(=O)[nH]c2=O)c1C	0%	3%	-10%	1%	1.4%	4	-12%	1%	0
43	O=S1(=O)CC(N2CCCC2)CN1C1CCCC1 (stereo not drawn)	2%	.	.	-4%	.	2	.	.	-3
44	CN(C)c1ccc(/C=C/C(=O)c2ccc(C(C)(C)C)cc2)cc1[N+](=O)[O-]	-26%	7%	-18%	-3%	0.6%	0	-11%	-1%	1
45	CCNC(=O)COc1cc(C)c(Cl)c(C)c1	3%	-8%	-6%	0%	-0.7%	1	-4%[57.1 µM]	-2%	-6
46	CN(CCOC(=O)C1c2ccccc2Oc2ccccc21)C(C)(C)C	-1%	4%	-17%	-5%	-2.5%	-2	9%	-10%	-4
47	COc1cc(CN2CCNC(=O)C2CC(=O)NC2CCCC2)cc(OC)c1 (stereo not drawn)	-1%	-3%	0%	4%	1.7%	-2	-4%	2%	7

Screening results: PubChem, National Center for Advancing Translational Sciences (NCATS)
